Screens deposited in PubChem BioAssay by National Center for Advancing Translational Sciences (NCATS).
GLS inh: blocks human kidney-isoform glutaminase activity. GLS enzymatic activity, qHTS titration. actives 0.21% (n = 410,000). Potency, µM (doses to about 45.5 µM), inactives show top-dose activity change, negative = inhibition, actives largely listed as inhibitors. O94925; further: potency means the concentration at half of the fitted maximal effect; on the % scale 0 is the no-effect control and ±100 the full control effect
Target sequence (O94925 whole entry, looked up, canonical isoform): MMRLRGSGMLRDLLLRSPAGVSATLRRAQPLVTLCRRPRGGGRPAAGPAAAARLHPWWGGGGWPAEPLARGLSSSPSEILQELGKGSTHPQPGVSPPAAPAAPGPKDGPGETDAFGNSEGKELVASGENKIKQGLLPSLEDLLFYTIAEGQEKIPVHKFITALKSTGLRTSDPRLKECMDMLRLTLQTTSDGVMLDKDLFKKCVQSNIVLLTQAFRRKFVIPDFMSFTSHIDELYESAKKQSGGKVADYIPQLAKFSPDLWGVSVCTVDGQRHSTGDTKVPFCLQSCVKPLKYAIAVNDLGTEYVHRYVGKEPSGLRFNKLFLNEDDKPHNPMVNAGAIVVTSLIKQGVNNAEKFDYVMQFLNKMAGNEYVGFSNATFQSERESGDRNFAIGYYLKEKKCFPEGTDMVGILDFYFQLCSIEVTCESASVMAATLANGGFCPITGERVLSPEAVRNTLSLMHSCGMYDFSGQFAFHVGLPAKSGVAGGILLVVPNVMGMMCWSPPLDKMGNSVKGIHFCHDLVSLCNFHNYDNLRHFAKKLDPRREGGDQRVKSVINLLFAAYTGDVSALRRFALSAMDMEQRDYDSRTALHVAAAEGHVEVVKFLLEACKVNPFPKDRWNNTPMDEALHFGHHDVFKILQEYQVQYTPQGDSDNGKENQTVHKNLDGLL
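Coupled fluorescence readout: glutamate oxidase/HRP/Amplex Red detect glutamate formed by hKGA from L-glutamine (1 mM solution added). Buffer 45 mM KH2PO4 pH 8.2, 0.02% Tween-20; reads at t0 and 30 min RT.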
JMJD2A Tudor inh: JMJD2A Tudor domain (human) inhibition | actives 4.4% (n = 390,000) | AlphaScreen JMJD2A-Tudor / H3K4me3 peptide binding | O75164 | AID 504339 | Potency, µM (highest dose often 114 µM), without a hit: at the top dose activity change, negative = inhibition, usual class: inhibitors; further: potency means the concentration at half of the fitted maximal effect; on the % scale 0 is the no-effect control and ±100 the full control effect; nearly all actives have a fitted effect of over 50% in size
HP1b chromo inh: blocks HP1-beta chromodomain binding to methylated histone tails; P83916; AlphaScreen HP1-beta / biotin-H3K9me3 peptide binding; Potency, µM (series often up to 114 µM), without a hit: at the top dose activity change, negative = inhibition, most hits filed as inhibitors; actives 0.56% (n = 390,000); further: potency means the concentration at half of the fitted maximal effect; nearly all actives have a fitted effect of over 70% in size; inactives centre near 23
Target sequence (P83916 whole entry, looked up): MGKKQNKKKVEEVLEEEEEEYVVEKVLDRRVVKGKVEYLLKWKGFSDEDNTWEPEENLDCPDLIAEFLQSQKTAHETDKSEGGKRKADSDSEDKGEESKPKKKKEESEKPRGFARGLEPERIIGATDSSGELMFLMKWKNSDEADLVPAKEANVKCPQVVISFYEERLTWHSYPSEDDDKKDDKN
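Compound inhibition of the preformed complex between 50 nM HP1-beta and 50 nM biotinylated H3K9me3 peptide was read by AlphaScreen. Buffer was PBS pH 7.4 with 0.01% Tween-20. Incubations ran 30 min at room temperature, with 10 ug/mL donor/acceptor beads.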
BAZ2B inh: inhibitors of human BAZ2B bromodomain; AID 504333; actives 4.4% (n = 360,000); Potency, µM (titrated, usually from 114 µM), without a hit: at the top dose activity change, negative = inhibition, most hits filed as inhibitors; AlphaScreen BAZ2B-H3K14Ac peptide displacement; Q9UIF8; further: potency means the concentration at half of the fitted maximal effect; on the % scale 0 is the no-effect control and ±100 the full control effect; nearly all actives have a fitted effect of over 60% in size
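AlphaScreen displacement of biotin-H3(5-23)K14Ac peptide (50 nM final) from BAZ2B (50 nM final) in PBS pH 7.4, 0.01% Tween-20; complex preformed 30 min RT, then compounds (top 110 uM) 30 min RT, beads 20 min dark.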
PI4K2A block: PI4K2A (human) kinase inhibition. Q9BTU6. purified PI4K2A, ADP-Glo luminescence, 1 h; hits give low values. activity change, negative = inhibition, % at 76.9 µM. actives 0.13% (n = 420,000); in the data active means activity change below about -50%; inconclusive means mostly about -30% to -49%;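 further: -100% = wells without enzyme as full effect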
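Compounds are screened against recombinant PI4K2A using PI as substrate and ATP, the latter dispensed at 300 microM. Reactions run one hour at ambient temperature before ADP-Glo detection; full inhibition defined by wells lacking enzyme.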
ERG-DNA inh: ERG Ets/DNA interaction inhibition. P11308. Potency, µM (doses to about 76.9 µM), for the others: at the highest dose FP activity, negative = inhibition, usual class: inhibitors. actives 0.028% (n = 370,000). fluorescence polarization, His-ERG Ets domain / labelled DNA; active means well fitted inhibition curve with a large enough effect in the polarisation, with a control signal flat; inconclusive means small, poorly fitted or top-dose-only effect, or effect the other way, or a change in a side signal; inactive means no such curve, though single readings can be large or run the other way; the % refers to the polarisation;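 further: polarization taken with two DNA probes labelled with fluorescein and Texas red; potency means the concentration at half of the fitted maximal effect; % of control where 0% means no effect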
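His-tagged ERG Ets domain (1 uM in the protein solution; 300mM KCl, 50mM Tris-HCl, 1mM EDTA, 1mM DTT, pH 7.5) received compound, then a probe mix of 5 nM fluorescein-DNA and 100nM Texas-615-DNA. Fluorescence polarization was read for both dyes.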
ALOX12 inh: ALOX12 (human) lipoxygenase inhibition; P18054; purified 12hLO, xylenol orange hydroperoxide absorbance; Potency, µM (doses to about 108 µM), for the others: top-dose activity change, negative = inhibition, usual class: inhibitors; actives 1.1% (n = 580,000); AID 1671190; further: potency means the concentration at half of the fitted maximal effect; on the % scale 0 is the no-effect control and ±100 the full control effect
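Purified human 12hLO at 150 nM in 25 mM Hepes, 0.01% Triton X-100, pH 7.0, preincubated 15 min at room temperature with compound. Reaction started with 40 uM arachidonic acid, 30 min at room temperature. Hydroperoxide measured by Fe-xylenol orange, 573/405 nm absorbance ratio.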
G9a block: G9a (human) methyltransferase inhibition | G9a H3K9 monomethylation, AlphaScreen, 2 h | Potency, µM (series often up to 102 µM), for the others: at the top dose activity, negative = inhibition, hits mostly inhibitors | Q96KQ7 | actives 8.8% (n = 350,000); further: potency means the concentration at half of the fitted maximal effect; on the % scale 0 is the no-effect control and ±100 the full control effect; nearly all actives have a fitted effect of over 75% in size
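Compounds were preincubated with 20 nM G9a for 15 min, after which biotinylated H3K9 peptide (500 nM) and SAM (20 uM) started a 2 h room-temperature reaction. Monomethylated product was quantified by antibody-based AlphaScreen chemiluminescence.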
RGS4 inh: human RGS4 inhibition; Potency, µM (top dose mostly 114 µM), without a hit: at the highest dose activity change, negative = inhibition, actives largely listed as inhibitors; actives 0.039% (n = 390,000); Transcreener GDP fluorescence polarization, RGS4-accelerated GTP hydrolysis; P49798; further: potency means the concentration at half of the fitted maximal effect; on the % scale 0 is the no-effect control and ±100 the full control effect; nearly all actives have a fitted effect of over 75% in size; some results filed as inactive show a strong effect at the top dose
Target sequence (P49798 whole entry, looked up): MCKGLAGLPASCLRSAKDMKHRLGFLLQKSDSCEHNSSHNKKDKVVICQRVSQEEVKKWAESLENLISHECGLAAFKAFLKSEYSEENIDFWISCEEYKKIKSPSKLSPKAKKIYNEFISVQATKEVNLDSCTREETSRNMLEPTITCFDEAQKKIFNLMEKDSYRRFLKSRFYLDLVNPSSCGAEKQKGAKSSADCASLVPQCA
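MLSMR compounds (23 nl, pin-transferred) preincubated 10 min at room temperature with a 500nM (2x) first reagent, then RGS4 at 900nM (2x) plus Transcreener GDP mix added; fluorescence polarization (620/688 nm) read before and after 90 min at 30 °C.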
The depositor's hits bear a star; ? = inconclusive; nt = no result given; [ ] = another dose, or the depositor's remark. Unless noted, the call rests on the fitted dose curve; in most records, active means well fitted curve in the direction sought with a large enough effect; inconclusive means small, poorly fitted or top-dose-only effect, or another doubt; inactive means no such curve, though single readings can be large; an effect the other way counts as inactive or inconclusive.

#1 O=c1oc2ccc3ccccc3c2cc1-c1nnc(Nc2ccc(F)cc2)s1
#2 CC1CN(C(=O)c2ccc(-c3cccc(C(F)(F)F)c3)o2)CC(C)O1 (configuration not stated)
#3 O=C(Nc1cccnc1)c1c(F)cccc1F
#4 Cc1ccc2cc(CCNS(=O)(=O)c3ccc(Br)cc3)c(=O)[nH]c2c1C
#5 CC(=O)Nc1cccc(NC(=O)Nc2ccc(F)cc2F)c1
#6 COc1ccc(O)c(/C=N/NC(=O)c2ccc(OCc3cccc(Br)c3)cc2)c1
Compound	1	2	3	4	5	6
GLS inh	-11%	-9%	-3%	4%	-14%	-4%
JMJD2A Tudor inh	-11%	-5%	-6%	-12%	-12%	35µM*
HP1b chromo inh	33%	8%	3%	1%	7%	19%
BAZ2B inh	0%	-5%	-1%	0%	-2%	?
PI4K2A block	-8	5	-4	-4	3	-4
ERG-DNA inh	-2%	-7%	-1%	0%	0%	-4%
ALOX12 inh	-29%	-21%	7%	9%	4%	2%
G9a block	-5%[59 µM]	?	18%[59 µM]	17%	12%	35%[2.33 µM]
RGS4 inh	23%	-1%	35%	12%	-14%	-18%

An excerpt from above in order of count of non-hydrogen atoms, high to low:
#1 O=c1oc2ccc3ccccc3c2cc1-c1nnc(Nc2ccc(F)cc2)s1
#5 CC(=O)Nc1cccc(NC(=O)Nc2ccc(F)cc2F)c1
#3 O=C(Nc1cccnc1)c1c(F)cccc1F
Compound	1	5	3
GLS inh	-11%	-14%	-3%
JMJD2A Tudor inh	-11%	-12%	-6%
HP1b chromo inh	33%	7%	3%
BAZ2B inh	0%	-2%	-1%
PI4K2A block	-8	3	-4
ERG-DNA inh	-2%	0%	-1%
ALOX12 inh	-29%	4%	7%
G9a block	-5%[59 µM]	12%	18%[59 µM]
RGS4 inh	23%	-14%	35%

Next section
#7 O=C(CSc1ncnc2c1nnn2Cc1ccccc1F)N1CCN(c2ccccc2)CC1
#8 CN(Cc1cccc2cnccc12)C(=O)CCc1nnc(CCc2ccccc2)o1
#9 O=c1[nH][nH]c(-c2ccccc2O)c1C(C[N+](=O)[O-])c1ccccc1 (configuration not stated)
#10 Cc1ccc(-n2ncc3c2CCCC3NC(=O)c2ocnc2C)cc1C (configuration not stated)
#11 O=C(COC(=O)c1cc(S(=O)(=O)N2CCCCC2)ccc1N1CCOCC1)NC1CCS(=O)(=O)C1 (configuration not stated)
#12 CC1(C)CC(=O)C/C(=N\NC(=O)CCc2ccc(S(=O)(=O)N3CCOCC3)cc2)C1
Compound	7	8	9	10	11	12
GLS inh	4%	0%	0%	7%	9%	?
JMJD2A Tudor inh	-23%	5%	-21%	-12%	-3%	-12%
HP1b chromo inh	14%	28%	28%	25%	30%	21%
BAZ2B inh	-11%	-3%	?	-10%	-3%	-16%
PI4K2A block	-2	4	7	3	3	5
ERG-DNA inh	1%	12%	-7%	2%	-6%	-8%
ALOX12 inh	0%	-3%	-18%	0%	-3%	10%
G9a block	-34%[59 µM]	9%	?	?	15%	-3%
RGS4 inh	-25%	-2%	-15%	0%	-35%	16%

#13 c1ccc(-c2nc(NCc3cccnc3)c3oc4ccccc4c3n2)cc1
#14 CCOC(=O)C(C)Oc1cccc2c(=O)n(CC(=O)NCCc3ccc(OC)c(OC)c3)ccc12 (configuration not stated)
#15 Cc1cccc(Cn2c(=O)n(CCCC(=O)NCc3ccccc3Cl)c(=O)c3ccccc32)c1
#16 O=C(NC1CCCC1)C(c1ccncc1)N(C(=O)c1ccco1)c1ccccc1 (configuration not stated)
#17 COc1ccc(CNC(=O)C2CCN(C(=O)[C@@H]3Cc4ccccc4CN3)CC2)cc1
#18 COc1ccc(NC(=O)c2ccccc2NS(=O)(=O)c2ccc(CNC(C)=O)cc2)c(OC)c1
Compound	13	14	15	16	17	18
GLS inh	14%	2%	4%	-4%	39%[activator]	4%
JMJD2A Tudor inh	?	3%	-10%	-12%	?	-12%
HP1b chromo inh	48%[activator]	28%	20%	13%	21%	3%
BAZ2B inh	50µM*	3%	-1%	-9%	-4%	-16%
PI4K2A block	-3	-3	-13	-3	-1	2
ERG-DNA inh	-15%	6%	0%	6%	-1%	5%
ALOX12 inh	16µM*	10%	-27%	0%	-5%	23%
G9a block	?	-8%	-31%[59 µM]	-18%	10%	-3%
RGS4 inh	-47%	2%	-115%	5%	-36%[56.9 µM]	-2%

#19 O=C(Nc1cccc(O)c1)c1cccc(S(=O)(=O)Nc2cccc(O)c2)c1
#20 O=Cc1c(Cl)[nH]c(=O)n1-c1ccccc1
#21 Cc1cc(C)cc(NC(=O)C2CCN(C(=O)[C@@H]3Cc4ccccc4CN3)CC2)c1
#22 CCOc1ccccc1CNC(=O)CN1C(=O)c2cccnc2Oc2ccc(Cl)cc21
#23 CCOc1ccc(Nc2nc(N)nc(CSC(=S)N3CCN(c4ccccc4)CC3)n2)cc1
#24 COC(=O)c1ccccc1N1C(=O)[C@@H]2C(c3ccc(F)cc3)=NO[C@@H]2C1=O
Compound	19	20	21	22	23	24
GLS inh	13%	0%	?	0%	-13%	-2%
JMJD2A Tudor inh	-6%	-29%	22µM*	-4%	?	-6%
HP1b chromo inh	26%	-7%	30%	27%	1%	42%[activator]
BAZ2B inh	-5%	-6%	?	0%	-35%	nt
PI4K2A block	-4	3	4	2	0	0
ERG-DNA inh	-2%	-9%	-10%	-7%	-2%	9%
ALOX12 inh	-20%	-15%	?	?	0%	0%
G9a block	15%[0.501 µM]	?	50µM*	-5%[59 µM]	?	14%[59 µM]
RGS4 inh	14%	?	-56%[56.9 µM]	-11%	-11%	-9%

#25 COc1ccc(CNC(=O)CCNS(=O)(=O)c2ccc3c(c2)CCCC(=O)N3)cc1
#26 CCN1C(=O)[C@H]2[C@@H](c3ccc(-c4ccccc4)c(OC)c3)N[C@@](Cc3ccccc3)(C(=O)OC)[C@H]2C1=O
#27 CCN1CCN(S(=O)(=O)c2ccc(Cl)c(C(=O)N(C)CCOc3ccc(Cl)cc3)c2)CC1
#28 COc1ccc(-c2cn3cccnc3n2)cc1NC(=O)c1cc(OC)c(OC)c(OC)c1
#29 CSC1=NSC2=NC(=O)/C(=C/c3coc4ccc(O)cc4c3=O)C(=N)N12
#30 Cc1nc(SCc2ccc(C(=O)O)cc2)c2c(C)c(C)sc2n1
Compound	25	26	27	28	29	30
GLS inh	-11%	-5%	0%	4%	-24%	0%
JMJD2A Tudor inh	-10%	-10%	-26%	-14%	?	-9%
HP1b chromo inh	46%[activator]	63%[activator]	13%	17%	-22%	-12%
BAZ2B inh	3%[57.1 µM]	-36%	-24%	?	?	?
PI4K2A block	-4	-3	0	0	-4	3
ERG-DNA inh	6%	6%	12%	-3%	64%[activator]	-4%
ALOX12 inh	-20%	-7%	-69%	2%	18µM*	-17%
G9a block	-23%[59 µM]	9%[2.33 µM]	?	2%	?	-10%
RGS4 inh	22%	-1%	-17%	8%	?	8%

#31 CCN1C(=O)c2ccccc2S(=O)c2ccc(C(=O)N3CCCC3)cc21 (configuration not stated)
#32 Cc1oc(C(C)(C)C)cc1C(=O)Nc1ccc2c(c1)OCO2
#33 COc1ccc(CCNC(=O)C2CCCN(Cc3nc(-c4cccc(Cl)c4)oc3C)C2)cc1OC (configuration not stated)
#34 COc1ccc(-n2nc(C(=O)NCC(=O)N3CCC(C)CC3)c3ccccc3c2=O)cc1Cl
#35 CCOC(=O)c1sc(NC(=O)C(CC)OC(=O)C(CC(C)C)NC(=O)c2ccccc2)nc1C (configuration not stated)
#36 NC(=O)CSc1nnc(-c2cccs2)n1Cc1ccco1
Compound	31	32	33	34	35	36
GLS inh	2%	3%	1%	5%	-12%	3%
JMJD2A Tudor inh	-1%	-29%	-26%	-15%	-2%[11.4 µM]	-11%
HP1b chromo inh	32%[activator]	-19%	2%	24%	21%	28%
BAZ2B inh	3%	-34%	?	2%	3%	-4%
PI4K2A block	0	1	4	-20	-6	-8
ERG-DNA inh	-4%	0%	0%	1%	-3%	9%
ALOX12 inh	-6%	?	0%	-12%	?	27%
G9a block	-31%[59 µM]	5%	54%[activator][59 µM]	49%[activator]	-4%[59 µM]	-8%[12.7 µM]
RGS4 inh	-7%	-23%	18%	-8%	-7%[11.4 µM]	-12%

#37 Cc1cccc(N(CC(=O)NCCSCc2cccc(Cl)c2)S(=O)(=O)c2ccccc2)c1C
#38 Cc1cccc(/C=C2\CS/C(=C\c3cccc(C)c3)C2=O)c1
#39 CCOc1ccc(OCC(O)CN2CCc3ccccc3C2)cc1 (configuration not stated)
#40 COc1ccc(NC(=O)c2ccc(OC(=S)N(C)c3ccc(OC)cc3)cc2)cc1
#41 COc1cccc(CN2CC(C(=O)NCCc3ccc(C)o3)CCC2=O)c1 (configuration not stated)
Compound	37	38	39	40	41
GLS inh	-7%	13%	4%	-19%	5%
JMJD2A Tudor inh	-12%	?	-10%	0%	-17%
HP1b chromo inh	15%	?	17%	59%[activator]	-7%
BAZ2B inh	7%	50µM*	-18%	1%[57.1 µM]	-20%
PI4K2A block	-9	2	-5	4	-6
ERG-DNA inh	-2%	0%	4%	-13%	0%
ALOX12 inh	0%	?	-5%	0%	-13%
G9a block	4%[59 µM]	?	4%	27%	40µM*
RGS4 inh	8%	-15%	3%	-13%	?

Only part of the results is shown; rates above refer to the full screens.
